TbREL1 inh: TbREL1 inhibition, primary screen; TbREL1 RNA ligation, FRET fluorescence; 0.49% of 89,000 active; inhibition, % at 9.66 µM; AID 1117264;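 active = inhibition above the mean inhibition across all screened compounds plus 3 SD, cut at about 11% in these data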;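 also: 0% = plate median of test wells and 100% = NSC42067 control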
Target sequence (P86926 whole entry, looked up): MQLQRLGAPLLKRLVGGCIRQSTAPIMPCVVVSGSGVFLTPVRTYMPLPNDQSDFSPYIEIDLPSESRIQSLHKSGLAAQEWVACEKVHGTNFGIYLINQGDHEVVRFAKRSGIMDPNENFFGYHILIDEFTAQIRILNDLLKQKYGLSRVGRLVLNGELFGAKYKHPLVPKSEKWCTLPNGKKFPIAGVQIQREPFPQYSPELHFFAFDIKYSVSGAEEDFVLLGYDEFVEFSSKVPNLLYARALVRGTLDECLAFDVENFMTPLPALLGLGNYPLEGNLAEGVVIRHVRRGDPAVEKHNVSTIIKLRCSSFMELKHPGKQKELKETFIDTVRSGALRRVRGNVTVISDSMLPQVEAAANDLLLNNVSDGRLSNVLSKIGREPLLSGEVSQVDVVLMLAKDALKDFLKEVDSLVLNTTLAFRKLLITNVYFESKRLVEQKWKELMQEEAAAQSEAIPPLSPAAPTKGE
Numbers without * were called inactive.

SMILES	TbREL1 inh
CNC(C(=O)c1ccccc1)C(OC)c1ccccc1 (stereo unspecified)	3
CN1C(=O)C(=Cc2ccc(N3CCCCCC3)o2)C(=O)N(C)C1=S	-1
Cc1ccc2c(c1)[C@@H]1CN(C)CC[C@@H]1N2C(=O)Nc1cccc(C(F)(F)F)c1	-1
COC(=O)C1=C(c2ccc(OC(F)(F)F)cc2)C[C@@H]2CC[C@H]1N2C(=O)NCC1CC1	-2
COC(=O)C1=C(c2cccc(C#N)c2)C[C@@H]2CC[C@H]1N2C(=O)N1CCc2cc(OC)c(OC)cc2C1	-3
CC(C)(CN)CC(=O)O	2
COP(=O)(C(=O)Nc1ccccc1)C(CC(C)C)NC(=O)OCc1ccccc1 (stereo unspecified)	-4
O=C(NC1CN2CCC1CC2)c1cc(-c2ccc(Cl)cc2)nc2ccccc12 (stereo unspecified)	-2
COc1ccc2c3c([nH]c2c1)[C@H](C=C(C)C)N1C(=O)[C@@H]2CCCN2C(=O)[C@@H]1C3	-5
COc1ccc(NC(=O)c2cn(CCC#N)nc2-c2cccc([N+](=O)[O-])c2)cc1	3
COC(=O)C1=C(c2cc3ccccc3s2)C[C@@H]2CC[C@H]1N2C(=O)N1CCOCC1	-1
CCn1c(O)c(/C(C)=N/N2CCCCC2c2cccnc2)c(=O)[nH]c1=S (stereo unspecified)	0
CN1C(=O)C(C2(C#N)CCCCC2)C(=O)N(C)C1=O	-3
COC(=O)C1=C(c2c(C)noc2C)C[C@@H]2CC[C@H]1N2C(=O)NCCCOC(C)C	0
COC(=O)C1=C(c2cc3ccccc3s2)C[C@@H]2CC[C@H]1N2C	-2
CC1CN=C(Nc2ccccc2)S1 (stereo unspecified)	-3
COC(=O)C1=C(c2cc3ccccc3o2)C[C@@H]2CC[C@H]1N2C(=O)N1CCOCC1	1
COC(=O)C1=C(c2ccc(OC)c(OC)c2)C[C@@H]2CC[C@H]1N2C(=O)NCCOc1ccccc1	-2
COc1ccc(C(=O)N/N=C/C23CC[C@@H](O)CC2(O)CC[C@@H]2[C@@H]3CCC3(C)C(C4=CC(=O)OC4)CCC23O)cc1 (stereo partly specified)	0
COc1cccc(Oc2c(C)oc3cc(OC(=O)N(C)C)ccc3c2=O)c1	1
CC/C(=N\NC(=O)c1ccccc1)c1c(O)n(Cc2ccccc2)c(=O)[nH]c1=O	-1
CC1(C)CC(=O)C2=C(C1)NC(=O)C21C(C(=O)OC(C)(C)C)=C(N)Oc2ccc(Br)cc21 (stereo unspecified)	-3
COc1cccc2c1N=C1CCCC3CN(C(C)=O)CCC123 (stereo unspecified)	-4
CCOC(=O)c1c(-n2c(C)cc(/C=C3\C(=O)NC(=O)N(C)C3=O)c2C)sc2c1CCCC2	-3
COc1cccc(-n2c(O)c(C=NCc3ccc4c(c3)OCO4)c(=O)[nH]c2=O)c1	-2
CC(C)(C)n1nnnc1C(C1CC1)N1CCC(n2c(=O)[nH]c3ccccc32)CC1 (stereo unspecified)	-1
CCOc1ccc2c(c1)c(C(C)=O)c(C)n2Cc1ccco1	-3
COC(=O)C1=C(c2ccc(OC(F)(F)F)cc2)C[C@@H]2CC[C@H]1N2C(=O)NCc1cc(C)oc1C(F)(F)F	0
N/C(=N\N=C/c1ccc(-c2ccc(O)c(C(=O)O)c2)o1)N[N+](=O)[O-]	49*
COc1ccc(-n2nnnc2C(c2cc3ccccc3o2)N2CCC(n3c(=O)[nH]c4ccccc43)CC2)cc1 (stereo unspecified)	2
COC(=O)C1=C(c2ccc(Cl)c(C(F)(F)F)c2)C[C@@H]2CC[C@H]1N2C(=O)NCc1ccc2c(c1)OCO2	1
COC(=O)C1=C(c2ccc(-c3ccccc3)c(F)c2)C[C@@H]2CC[C@H]1N2C(=O)N1CCC(O)CC1	-2
O=P(Nc1ccccc1)(Oc1ccccc1)Oc1ccccc1	-1
COc1ccccc1CC1C(=O)C2CCN1CC2 (stereo unspecified)	0
Cn1c(O)c(C=NCCCC(=O)O)c(=O)n(C)c1=O	1
CC1(O)CCC2C3CCC4=CC(=O)CCC4(C)C34OC4CC21C (stereo unspecified)	-1
CCOC(=O)C1CCN(C=C2C(=O)N(C)C(=S)N(C)C2=O)CC1	0
COC(=O)c1cn(C(=O)c2cccc3ccccc23)c2ccccc12	4
O=C(c1ccc(CNS(=O)(=O)c2ccc(Br)cc2)cc1)N1CCC2(CC1)OCCO2	3
COC(=O)C1=C(c2cccc(OC)c2OC)C[C@@H]2CC[C@H]1N2C(=O)N1CCOCC1	0
O=C(c1ccccc1)N1CCC2(CC1)OCCO2	3
O=C(OCc1ccccc1)N1CCC2CC1c1cc(N3Cc4ccccc4-n4nncc4C3)ccc12 (stereo unspecified)	0
CCOC(=O)C1(c2ccccc2)CCN(CC(=O)c2ccc(NC(C)=O)cc2)CC1	7
COc1ccc(CNC(=O)C(NC(C)=O)C(C)C)cc1OC (stereo unspecified)	1
COc1cccc(CN2CCNCC2)c1	8
CN(C)C(=O)Oc1cc(=O)n2c3c(cccc13)CCC2	0
N#CC12CC(=O)N1Cc1cnnn1-c1ccccc12 (stereo unspecified)	6
C[C@]12CC[C@@H](O)CC1=CCC1C2CC[C@@]2(C)C1C[C@@H](F)[C@@H]2O (stereo partly specified)	4
Cc1ccc(-n2nc(C)cc2NC(=O)COc2cc(C)cc3oc(=O)c4c(c23)CCC4)cc1	2
Cc1ccc(-c2cc(-c3ccc(C)cc3)[n+](C)o2)cc1	2
COc1cccc(C(c2nnnn2-c2ccc3c(c2)OCCO3)N2CCC(n3c(=O)[nH]c4ccccc43)CC2)c1OC (stereo unspecified)	0
ClCCN(CCCl)c1ccc(C2=NCCc3ccccc32)cc1	5
COC(=O)C1=C(c2ccccc2)C[C@@H]2CC[C@H]1N2C(=O)NCc1ccc(F)cc1	-3
CCOC(=O)C1CCCN(c2ccc([N+](=O)[O-])c3nonc23)C1 (stereo unspecified)	-31
CCC(=Nc1cccc(C(F)(F)F)c1)c1c(O)n(C)c(=O)n(C)c1=O	1
O=C1CCN(C(=O)Cc2ccccc2[N+](=O)[O-])CC1	5
COCCNC(=O)Cn1cc(C(=O)c2ccccc2F)c2ccccc21	0
CCC(=O)c1ccc(OC(=O)N(C)c2ccccc2)cc1	5
CC(NC(=O)OC1CC2CCC1(C)C2(C)C)P(=O)(Oc1ccccc1)Oc1ccccc1 (stereo unspecified)	-4
COc1ccc(C(=O)C(C)(C)NO)cc1	7

Going on with the list.
SMILES	TbREL1 inh
O=C1NC(=O)C2(CCN(S(=O)(=O)c3ccccc3)CC2)C(=O)N1	-1
Oc1ccccc1-[n+]1c(-c2ccccc2)cc(-c2ccccc2)cc1-c1ccccc1	0
COC(=O)C1=C(c2ccc(F)cc2OCc2ccccc2)C[C@@H]2CC[C@H]1N2C(=O)NCc1ccc(C(C)(C)C)cc1	-2
COc1ccc(/C=C2/C(=O)NC(=O)N(C3CCCCC3)C2=O)cc1CSc1ccccn1	-6
O=C(NC1CCCCC1)N1Cc2cc(-c3cccc(F)c3)ccc2-n2nncc2C1	0
CCOc1cccc(CNCCc2c(C)[nH]c3ccc(OC(F)(F)F)cc23)c1O	0
CCOC(=O)c1cccc(-[n+]2c(-c3ccccc3)cc(-c3ccccc3)cc2-c2ccccc2)c1	8
O=C(CNC(=O)OCc1ccccc1)Nc1ccc(Br)cc1C(=O)c1ccccc1	-1
CCOC(=O)N1CCN(C(C)C(=O)c2c[nH]c3ccccc23)CC1 (stereo unspecified)	-2
O=c1[nH]c(=O)n(Cc2ccco2)c(O)c1C=NC1CCN(Cc2ccccc2)CC1	2
O=C(Nc1cccc2ccccc12)N1Cc2ccccc2-n2nncc2C1	-6
O=c1[nH]c2ccccc2n1C1CCN(C(c2cccs2)c2nnnn2-c2ccc3c(c2)OCCO3)CC1 (stereo unspecified)	0
CCS(=O)(=O)NCc1nnc2n1-c1ccc(Cl)cc1C(c1ccccc1)=NC2	1
O=C(Nc1ccc(Cl)cc1C(=O)c1ccccc1)c1ccc(Br)o1	1
CC(=O)C1C2c3ccccc3OC1(C)N=c1s/c(=C/c3cn(C)nc3C)c(=O)n12 (stereo unspecified)	-3
Cn1c(=O)n(C)c2cc([N+](=O)[O-])c(N3CCNCC3)cc21	9
N#CCCn1cc(C(=O)Nc2ccc([N+](=O)[O-])cc2)c(-c2ccccc2)n1	-2
N#CC1c2ccccc2-n2nncc2CN1C(=O)CCc1ccccc1 (stereo unspecified)	1
CSc1ccccc1NP1(=O)OCC(C)([N+](=O)[O-])CO1 (stereo unspecified)	-1
O=c1[nH]c(=S)n(CCC2=CCCCC2)c(O)c1C=NC1CCN(Cc2ccccc2)CC1	-2

As entered above:
For TbREL1 inh, COc1ccc(/C=C2/C(=O)NC(=O)N(C3CCCCC3)C2=O)cc1CSc1ccccn1 is entered as -6
For TbREL1 inh, O=C(CNC(=O)OCc1ccccc1)Nc1ccc(Br)cc1C(=O)c1ccccc1 is entered as -1

Other compounds
SMILES	TbREL1 inh
COc1ccc(C(CNC(=O)Cc2ccc(Cl)c(Cl)c2)N(C)C)cc1 (stereo unspecified)	-3
CCCCSC1=NN1c1nc(N)nc(C)c1CC	0
CCOC(=O)[C@]12Cc3cc(OC)ccc3[C@H]1N(C1CCCCC1)C(=O)c1cc(OC)ccc12	-2
COc1cccc(C2(O)CCSCC2CN(C)C)c1 (stereo unspecified)	-2
CC(O)(CS(=O)(=O)c1cccc(C(F)(F)F)c1)C(=O)Nc1cccc(C(F)(F)F)c1 (stereo unspecified)	6
CC(NC(=O)OCc1ccccc1)[P+](=O)O (stereo unspecified)	0
C[N+](C)(C)CC(=O)Nc1ccc(Cl)cc1C(=O)c1ccccc1	3
S=C(NCCc1ccccc1)N1Cc2cc(Br)ccc2-n2nncc2C1	-5
CCOC(=O)CNC(=O)N1Cc2cc(N3CCCCC3)ccc2-n2nncc2C1	2
COc1cc(OC)c(OC)cc1CNC(C)C(O)c1ccccc1 (stereo unspecified)	3
CSCCC(c1nnnn1Cc1ccccc1)N1CCC(n2c(=O)[nH]c3ccccc32)CC1 (stereo unspecified)	-4
COC(=O)C1=C(c2cccc(OCc3ccccc3)c2)C[C@@H]2CC[C@H]1N2C(=O)NCc1ccc(OC)cc1	2
CCCCn1c(O)c(/C=C/C=Nc2ccccc2)c(=O)[nH]c1=O	4
C=Cn1ccnc1P(=S)(c1cc(N(CC)CC)ns1)c1nccn1C=C	-1
Cc1ccc(NC(=O)CN2C(=O)CN=C(c3ccccc3)c3cc(Cl)ccc32)cc1	0
Cc1cccc(N=Nc2ccc(N(C)C)cc2)c1	-2
CC(C)OP(=O)(OC(C)C)C(O)c1cccnc1 (stereo unspecified)	5
CCCCc1nc2ccccc2c(=O)n1-c1ccccc1O	-2
CN(CCCCC(=O)/C=N/O)Cc1ccccc1 (tested in a mixture with another compound)	2
CCN(CC)CCN=Cc1c(O)n(C2CCCCCC2)c(=O)[nH]c1=O	0
CCCCCCC(=O)N/N=C/c1c(O)n(CCc2ccccc2)c(=O)[nH]c1=O	-4
COC(=O)C1=C(c2ccc(OC(F)(F)F)cc2)C[C@@H]2CC[C@H]1N2C(=O)NC1CCCCC1	5
CCOc1cc(C=C2C(=O)NC(=O)NC2=O)ccc1OCC(=O)N1CCOCC1	3
O=C(O)[C@@H]1C[C@H]1[C@@H](NP(=O)(c1ccccc1)c1ccccc1)c1ccccc1	-2
Cc1cccc(-n2c(CN3C(=O)c4ccccc4C3=O)nc3ccccc3c2=O)n1	0
O=C(O)C1C2CC3CC(C2)CC1(n1ncc(N2CCC4(CC2)OCCO4)c(Cl)c1=O)C3 (stereo unspecified)	-3
CC(C)Oc1cccc(NC(=O)c2cccn(Cc3ccc4c(c3)OC(F)(F)O4)c2=O)c1	4
O=c1[nH]c2ccccc2n1C1CCN(C(c2cccc3ccccc23)c2nnnn2Cc2ccccc2)CC1 (stereo unspecified)	4
Cc1ccccc1CN1Cc2cnnn2-c2ccccc2C1C#N (stereo unspecified)	11*
COC(=O)C1=C(c2ccc(-c3ccccc3)c(F)c2)C[C@@H]2CC[C@H]1N2C(=O)NC1CCCCC1	-2
Cc1ccc(-c2nn(Cc3ccccc3)cc2C=O)cc1	-1
CC(C)CC(NC(=O)CCCNC(=O)CCC(=O)OC1O[C@H]2OC3(C)CC[C@H]4[C@H](C)CCC(C1C)C24OO3)C(=O)O (stereo partly specified)	-3
COc1ccc(OCC(=O)N2CCN(C(C)C)CC2)cc1	-1
Cc1cc(OCC(=O)NC2CCS(=O)(=O)C2)c2c3c(c(=O)oc2c1)CCC3 (stereo unspecified)	-1
CN(C)C(=O)Oc1ccc2nnc3ccnn3c2c1	4
COc1cc2c(cc1/C=C/[N+](=O)[O-])OCO2	8

Among those listed so far, 16 have fluorine.
SMILES	TbREL1 inh
Cc1ccc2c(c1)[C@@H]1CN(C)CC[C@@H]1N2C(=O)Nc1cccc(C(F)(F)F)c1	-1
COC(=O)C1=C(c2ccc(OC(F)(F)F)cc2)C[C@@H]2CC[C@H]1N2C(=O)NCC1CC1	-2
COC(=O)C1=C(c2ccc(OC(F)(F)F)cc2)C[C@@H]2CC[C@H]1N2C(=O)NCc1cc(C)oc1C(F)(F)F	0
COC(=O)C1=C(c2ccc(Cl)c(C(F)(F)F)c2)C[C@@H]2CC[C@H]1N2C(=O)NCc1ccc2c(c1)OCO2	1
COC(=O)C1=C(c2ccc(-c3ccccc3)c(F)c2)C[C@@H]2CC[C@H]1N2C(=O)N1CCC(O)CC1	-2
C[C@]12CC[C@@H](O)CC1=CCC1C2CC[C@@]2(C)C1C[C@@H](F)[C@@H]2O (stereo partly specified)	4
COC(=O)C1=C(c2ccccc2)C[C@@H]2CC[C@H]1N2C(=O)NCc1ccc(F)cc1	-3
CCC(=Nc1cccc(C(F)(F)F)c1)c1c(O)n(C)c(=O)n(C)c1=O	1
COCCNC(=O)Cn1cc(C(=O)c2ccccc2F)c2ccccc21	0
COC(=O)C1=C(c2ccc(F)cc2OCc2ccccc2)C[C@@H]2CC[C@H]1N2C(=O)NCc1ccc(C(C)(C)C)cc1	-2
O=C(NC1CCCCC1)N1Cc2cc(-c3cccc(F)c3)ccc2-n2nncc2C1	0
CCOc1cccc(CNCCc2c(C)[nH]c3ccc(OC(F)(F)F)cc23)c1O	0
CC(O)(CS(=O)(=O)c1cccc(C(F)(F)F)c1)C(=O)Nc1cccc(C(F)(F)F)c1 (stereo unspecified)	6
COC(=O)C1=C(c2ccc(OC(F)(F)F)cc2)C[C@@H]2CC[C@H]1N2C(=O)NC1CCCCC1	5
CC(C)Oc1cccc(NC(=O)c2cccn(Cc3ccc4c(c3)OC(F)(F)O4)c2=O)c1	4
COC(=O)C1=C(c2ccc(-c3ccccc3)c(F)c2)C[C@@H]2CC[C@H]1N2C(=O)NC1CCCCC1	-2

Only part of the results is shown. The share of hits here may be higher or lower than overall.
